SRC1 inh = inhibitors of human steroid receptor coactivator 1 (SRC1). Q15788. HEK293 GAL4-SRC1 luciferase reporter, luminescence. inhibition, % at 3.6 µM. 360,000 compounds, 0.12% hits. AID 588354;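 active = inhibition above the campaign mean plus 3 SD, with each screening campaign given its own cutoff, cut at about 60% in these data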;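 note: 0% = DMSO treated cells and 100% = gossypol at 36 µM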
NOD2 RIPK2 PPI = blocks binding of human NOD2 to RIPK2; O43353; CHO BLA complementation NOD2-RIPK2, CCF4 ratio; inhibition, % at 4.98 µM; 360,000 compounds, 0.38% hits; AID 624267; in the data active = inhibition above about 21%;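 note: 0% = vehicle only and 100% = reference blocker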
NCOA2 inhibitor = human SRC2 (NCOA2) inhibition | Q15596 | HEK293 GAL4-SRC2 luciferase reporter, luminescence | inhibition, % at 9 µM | 370,000 compounds, 0.17% hits;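 active = inhibition above the mean inhibition of all tested compounds plus 3 SD, set per campaign, cut at about 52% in these data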;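 note: 0% = DMSO treated cells and 100% = cells given Gossypol at 36 µM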
TLR9-MyD88 inh = TLR9-MyD88 interaction inhibition. Q9NR96+Q99836. CHO BLA complementation TLR9-MyD88, CCF4 FRET ratio. inhibition, % at 4.98 µM. 340,000 compounds, 0.21% hits;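 active = inhibition above the mean over all tested compounds plus 3 SD, cut at about 21% in these data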;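 note: 0% = DMSO only wells and 100% = clavulanate BLA inhibitor control wells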
LMP1 NFkB inh = Epstein-Barr LMP1 NF-kappaB reporter inhibition. LMP1-induced NF-kappaB luciferase reporter cells, luminescence. inhibition, % at 12.5 µM. 350,000 compounds, 0.69% hits; in the data active = inhibition above about 41%;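 note: 0% = neutral control wells and 100% = reference inhibitor control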
TRAIL sens C8 = caspase-8 TRAIL sensitization | 360,000 compounds, 1% hits | inhibition (viability loss, TRAIL sensitization), % at 10 µM | NB7+C8 cells + TRAIL, ATPlite viability luminescence;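 active = compounds causing at least 50% loss of cell viability in the single-dose screen, relative to plate controls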
TWEAK-Fn14 inh = TWEAK-Fn14 signaling inhibition | TWEAK-stimulated Fn14 reporter cells, luciferase luminescence, 8 h | inhibition, % at 10 µM | 360,000 compounds, 2% hits; in the data active = inhibition above about 50%
TROY signal inh = inhibitors of TROY-dependent NF-kB signaling | 360,000 compounds, 0.98% hits | inhibition, % at 10 µM | Q293 LMP1-TROYcd NF-kB luciferase reporter, 4 h | AID 1347056;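 active = compounds whose plate-normalised and pattern-corrected inhibition of the luciferase reporter signal at the single screening dose is 50% or more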
NCOA3 inh = human NCOA3 inhibition; inhibition, % at 3.6 µM; AID 588352; HEK293 GAL4-SRC3 luciferase reporter, luminescence; 360,000 compounds, 0.17% hits;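 active = inhibition above a per-campaign cutoff, the mean of all compounds plus 3 SD, cut at about 60% in these data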;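 note: 0% = DMSO-treated cells and 100% = gossypol-treated cells at 36 µM; higher means less SRC3-driven luciferase light from the GAL4 reporter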
COUP-TFII inh = NR2F2 (human) inhibition, primary screen. P24468. 370,000 compounds, 0.7% hits. AID 686940. HEK293T NGFI-A luciferase reporter, luminescence. inhibition, % at 8.6 µM;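 active = inhibition above a per-plate cutoff, mean inhibition of test wells between control levels plus 3 SD, cut at about 38% in these data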;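 note: cells cotransfected with COUP-TFII expression vector driving the NGFI-A reporter; 0% = median of COUP-TF2 test wells and 100% = reporter-only cells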
Target sequence (P24468 whole entry, looked up): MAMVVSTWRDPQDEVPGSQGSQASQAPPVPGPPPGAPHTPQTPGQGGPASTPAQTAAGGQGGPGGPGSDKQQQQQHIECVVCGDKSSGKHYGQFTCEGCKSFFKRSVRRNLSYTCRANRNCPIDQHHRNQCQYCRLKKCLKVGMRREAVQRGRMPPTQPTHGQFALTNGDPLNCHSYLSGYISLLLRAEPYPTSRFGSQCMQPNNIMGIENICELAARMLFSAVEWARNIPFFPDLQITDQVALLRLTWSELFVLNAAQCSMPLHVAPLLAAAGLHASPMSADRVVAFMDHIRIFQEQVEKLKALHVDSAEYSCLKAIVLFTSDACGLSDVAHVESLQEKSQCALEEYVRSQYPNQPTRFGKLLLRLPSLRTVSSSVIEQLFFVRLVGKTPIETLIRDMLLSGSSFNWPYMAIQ
LRH-1 inv ag = suppresses constitutive activity of human LRH-1; HEK293T StAR-luciferase reporter, LRH-1 transfected, 24 h; O00482; inhibition, % at 3.6 µM; AID 602396; 360,000 compounds, 0.13% hits;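 active = inhibition above the mean inhibition of all tested compounds plus 3 SD, cut at about 73% in these data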;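 note: 0% = DMSO wells and 100% = reporter-only cells lacking LRH-1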
Target sequence (O00482 whole entry, looked up): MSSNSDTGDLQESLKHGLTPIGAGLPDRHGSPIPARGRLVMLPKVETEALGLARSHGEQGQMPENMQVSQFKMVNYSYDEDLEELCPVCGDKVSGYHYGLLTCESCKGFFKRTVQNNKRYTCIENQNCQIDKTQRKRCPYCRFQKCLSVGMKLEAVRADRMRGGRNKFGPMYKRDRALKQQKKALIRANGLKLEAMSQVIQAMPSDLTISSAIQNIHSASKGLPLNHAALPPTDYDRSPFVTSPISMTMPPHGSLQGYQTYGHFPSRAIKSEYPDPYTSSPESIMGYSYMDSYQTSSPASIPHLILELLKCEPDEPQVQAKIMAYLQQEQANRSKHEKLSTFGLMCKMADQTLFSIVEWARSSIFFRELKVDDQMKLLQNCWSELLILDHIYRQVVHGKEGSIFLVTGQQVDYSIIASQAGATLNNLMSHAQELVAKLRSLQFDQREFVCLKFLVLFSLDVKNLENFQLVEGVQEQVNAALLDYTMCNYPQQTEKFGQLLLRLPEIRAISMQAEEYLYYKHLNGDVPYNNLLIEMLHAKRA
An asterisk follows results filed as active; x = no result given. Only part of the results is shown; count on the stated rates, not on these rows.

Letters: A = SRC1 inh; B = NOD2 RIPK2 PPI; C = NCOA2 inhibitor; D = TLR9-MyD88 inh; E = LMP1 NFkB inh; F = TRAIL sens C8; G = TWEAK-Fn14 inh; H = TROY signal inh; I = NCOA3 inh; J = COUP-TFII inh; K = LRH-1 inv ag
SMILES: COCC(C)n1c(C)cc(C(=O)CSc2nnc(-c3ccco3)o2)c1C (configuration not stated)
  A: -14; B: -2; C: -36; D: -11; E: -2; F: 11; G: 26; H: -13; I: -5; J: -13; K: 1

SMILES: COc1ccc(N2CCN(C(=O)CNC(=O)Cn3c(C)cc4ccccc4c3=O)CC2)cc1
  A: -33; B: -17; C: -19; D: 3; E: 1; F: 4; G: 7; H: 4; I: -6; J: -1; K: -28

SMILES: O=C(N/N=C/c1ccc2c(c1)OCO2)C(=O)Nc1cccc(Cl)c1
  A: -3; B: -5; C: -21; D: -12; E: -12; F: 17; G: 22; H: -25; I: -9; J: -5; K: 7

SMILES: CCOC(=O)c1cc(C)[nH]c(=S)c1C#N
  A: 8; B: 1; C: -26; D: 0; E: -1; F: -20; G: 2; H: 2; I: -1; J: 2; K: -6

SMILES: FC(F)(F)c1cc(-c2cccs2)nc2nc(N3CCOCC3)sc12
  A: 5; B: -4; C: -10; D: 0; E: 5; F: 0; G: -10; H: 5; I: 12; J: 1; K: -7

SMILES: COc1cc(NC(=O)C2CC(=O)N(CCc3ccccc3)C2)cc(OC)c1 (configuration not stated)
  A: -2; B: 7; C: 0; D: 3; E: 9; F: -6; G: -6; H: 3; I: -13; J: -16; K: 5

SMILES: O=C(NNc1nc(-c2ccccc2)c2cc(Br)ccc2n1)c1ccc(S(=O)(=O)N2CCOCC2)cc1
  A: 0; B: 1; C: -11; D: 1; E: 0; F: 6; G: 8; H: 8; I: 3; J: -10; K: 5

SMILES: O=C(CC(=O)N/N=C/c1c(F)cccc1Cl)NCCc1ccccc1
  A: -1; B: -6; C: -13; D: -2; E: -6; F: -29; G: 13; H: 17; I: 5; J: -11; K: -7

SMILES: CCOc1ccc(Oc2ccccc2NS(=O)(=O)c2ccc(CCC(=O)O)cc2)cc1
  A: -14; B: -1; C: 28; D: -12; E: -2; F: 12; G: 21; H: 18; I: 11; J: 4; K: 11

SMILES: O=C(O)c1ccccc1C(=O)c1ccc2c(c1)CCC2
  A: 9; B: -15; C: -14; D: -4; E: -4; F: 4; G: -5; H: -5; I: -4; J: 6; K: -6

Five compounds from above with just TWEAK-Fn14 inh:
canonical_smiles | TWEAK-Fn14 inh
COc1cc(NC(=O)C2CC(=O)N(CCc3ccccc3)C2)cc(OC)c1 (configuration not stated) | -6
O=C(NNc1nc(-c2ccccc2)c2cc(Br)ccc2n1)c1ccc(S(=O)(=O)N2CCOCC2)cc1 | 8
O=C(CC(=O)N/N=C/c1c(F)cccc1Cl)NCCc1ccccc1 | 13
CCOc1ccc(Oc2ccccc2NS(=O)(=O)c2ccc(CCC(=O)O)cc2)cc1 | 21
O=C(O)c1ccccc1C(=O)c1ccc2c(c1)CCC2 | -5

More compounds:
Letters: A = SRC1 inh; B = NOD2 RIPK2 PPI; C = NCOA2 inhibitor; D = TLR9-MyD88 inh; E = LMP1 NFkB inh; F = TRAIL sens C8; G = TWEAK-Fn14 inh; H = TROY signal inh; I = NCOA3 inh; J = COUP-TFII inh; K = LRH-1 inv ag
SMILES: Cc1cccc(/C=N/Nc2nncc3ccccc23)c1
  A: -80; B: -1; C: -31; D: -10; E: 4; F: 79*; G: 48; H: -21; I: -50; J: -26; K: -161

SMILES: CCCN(Cc1nnc(-c2cccs2)o1)C(=O)CN1C(=O)NC2(CCCCC2)C1=O
  A: -12; B: -8; C: 8; D: -4; E: 6; F: -4; G: 15; H: 7; I: 6; J: 7; K: 9

SMILES: COc1ccccc1C(=O)NCCC(=O)Nc1ccc(S(=O)(=O)N2CC(C)CC(C)C2)cc1 (configuration not stated)
  A: -1; B: -1; C: 11; D: -5; E: 0; F: 7; G: -1; H: 11; I: 4; J: 28; K: -14

SMILES: Clc1ccc2nc(-c3ccccc3)cn2c1
  A: -62; B: 0; C: -49; D: 6; E: -3; F: 63*; G: 61*; H: 9; I: -84; J: -38; K: -128

SMILES: CC(C)(C)NC(=O)C(c1ccncc1)n1c(=O)c(-c2ccco2)nc2ccccc21 (configuration not stated)
  A: x; B: -16; C: 3; D: x; E: x; F: 1; G: x; H: x; I: x; J: -21; K: -16

SMILES: NC(=O)c1ccsc1NC(=O)COC(=O)CCCOc1ccccc1
  A: -20; B: -2; C: 4; D: 5; E: 6; F: 22; G: 4; H: 26; I: 23; J: 11; K: 6

SMILES: COc1ccc2c(c1)cc(C(O)c1ccccn1)n2S(=O)(=O)c1ccccc1 (configuration not stated)
  A: -46; B: -11; C: -21; D: 2; E: 2; F: 3; G: -18; H: -25; I: -28; J: -6; K: -19

SMILES: CN(C)c1ccc(CC(=O)N2CCCCC2c2cc(C(=O)Nc3cccc4c3CCCC4)no2)cc1 (configuration not stated)
  A: 4; B: 7; C: 9; D: x; E: x; F: 3; G: 4; H: -1; I: 0; J: -4; K: 5

SMILES: O=c1c2ccccc2nc2n1C(CSc1ccccc1)CS2 (configuration not stated)
  A: -3; B: 2; C: 20; D: -1; E: -6; F: -3; G: -18; H: 7; I: 5; J: -1; K: 1

SMILES: C/C=C/C(=O)OCC(=O)Nc1ccc(C)c(S(=O)(=O)N(C)C)c1
  A: -13; B: -3; C: 12; D: 1; E: -18; F: -5; G: -18; H: -7; I: -13; J: 7; K: -10

SMILES: Cc1cc(C)n(-c2ccc(C(=O)Nc3cc(S(=O)(=O)N(C)C)ccc3Cl)cc2)n1
  A: 12; B: -7; C: 4; D: 0; E: 11; F: 12; G: 11; H: 13; I: 11; J: 21; K: 13

SMILES: C=CCn1c(C)cc(C(=O)Cn2c(C(C)O)nc3ccccc32)c1C (configuration not stated)
  A: -18; B: -4; C: 16; D: -1; E: -2; F: 17; G: 23; H: 13; I: 12; J: 3; K: -15

SMILES: CCOc1ccc(S(=O)(=O)Nc2ccc(S(=O)(=O)N3CCOCC3)cc2)cc1
  A: -11; B: 0; C: -15; D: -7; E: -2; F: -13; G: -6; H: 9; I: 17; J: 8; K: 1

SMILES: O=C(NC1CCCCCCC1)c1c(O)c2ccccc2[nH]c1=O
  A: -31; B: 8; C: 4; D: -5; E: -32; F: 26; G: -18; H: -77; I: -9; J: 0; K: 5

SMILES: Cn1c(=O)c(C(=O)c2ccccc2)nc2ccccc21
  A: -15; B: 2; C: -8; D: -4; E: -4; F: -7; G: 4; H: -3; I: 6; J: 5; K: 4

SMILES: CC(Nc1nc(-c2ccc(F)cc2)cs1)c1nc2cc(Cl)c(Cl)cc2n1CCOCCO (configuration not stated)
  A: -8; B: -4; C: 4; D: -2; E: -8; F: 15; G: 51*; H: 17; I: -9; J: 10; K: 2

SMILES: Cc1ccc(S(=O)(=O)Nc2cc(=O)[nH]c(SCc3ccc(Cl)cc3)n2)cc1
  A: 10; B: 13; C: -8; D: 5; E: -1; F: -11; G: -4; H: -10; I: 10; J: 7; K: 10

SMILES: CCn1c(Cc2ccccc2)nnc1SCC(=O)Nc1ccccc1O
  A: -16; B: -1; C: 7; D: 8; E: 1; F: 24; G: 26; H: 7; I: 15; J: 2; K: -11

SMILES: Cc1ncc(N=Nc2ccc(F)cc2)c(-c2ccc(Cl)cc2)n1
  A: 8; B: 0; C: 8; D: -3; E: 1; F: 12; G: -11; H: -32; I: -27; J: -4; K: 6

SMILES: CC(C)COC(=O)c1ccccc1N1C(=O)C2C3CCC(C3)C2C1=O (configuration not stated)
  A: -8; B: 0; C: -3; D: 2; E: 5; F: 1; G: 33; H: 7; I: 21; J: -15; K: 4

SMILES: O=C(CCNC(=O)c1ccccc1)NN=Cc1ccc(Br)o1
  A: -3; B: -3; C: -10; D: -11; E: -3; F: 0; G: -8; H: -12; I: -14; J: -5; K: 3

SMILES: CC(C)c1ccc(S(=O)(=O)N(C)C2(C)CCS(=O)(=O)C2)cc1 (configuration not stated)
  A: 0; B: -1; C: -30; D: 2; E: 4; F: -11; G: 18; H: -1; I: -25; J: 9; K: -36

SMILES: CCOC(=O)Cc1csc(NC(=O)C2CCCN(S(=O)(=O)c3cnc[nH]3)C2)n1 (configuration not stated)
  A: 10; B: 1; C: 7; D: -6; E: 5; F: -8; G: -6; H: 2; I: 0; J: 9; K: 2

SMILES: Cc1ccc(NC(=O)c2cc(S(=O)(=O)c3ccccc3)ccc2Cl)cc1
  A: 10; B: -36; C: 22; D: 3; E: 12; F: 7; G: -5; H: -24; I: 19; J: 22; K: 8

SMILES: COc1ccc(NC(=O)N2CCCC(C(=O)NC(C)C)C2)cc1 (configuration not stated)
  A: 2; B: -1; C: -17; D: 5; E: 6; F: -1; G: 9; H: -14; I: -4; J: 11; K: 16

SMILES: O=C(NCc1cc(C(F)(F)F)ccc1F)C1CCC(=O)N(C2CCCCCC2)C1 (configuration not stated)
  A: 7; B: 10; C: -23; D: -6; E: -5; F: 3; G: 7; H: 13; I: -24; J: 9; K: 2

SMILES: Cc1ccc(/C(O)=C2/C(=O)C(=O)N(Cc3ccco3)C2c2cccs2)cc1 (configuration not stated)
  A: 4; B: -3; C: x; D: 2; E: -6; F: -2; G: 3; H: -65; I: 8; J: x; K: 2

SMILES: Cn1ncc(-c2ccno2)c1C(=O)O
  A: -54; B: -5; C: -19; D: -12; E: -6; F: -3; G: 0; H: -10; I: -1; J: 0; K: -23

SMILES: O=C(Nc1ccc(F)cc1)c1nc2c(nnn2Cc2cccc3ccccc23)c(=O)[nH]1
  A: -7; B: -11; C: -1; D: 3; E: 3; F: -17; G: 16; H: 38; I: 8; J: -1; K: -2

SMILES: COc1ccc(OC)c(NC(=O)CN(Cc2ccc(F)cc2)C2CCCCC2)c1
  A: 8; B: 10; C: 0; D: -1; E: 21; F: 13; G: 29; H: 38; I: -25; J: 12; K: -10

SMILES: Cc1ccc(CN2C(=O)CCC2C(=O)NCc2cccnc2)cc1 (configuration not stated)
  A: -5; B: 8; C: -17; D: 2; E: 4; F: -2; G: 0; H: 6; I: 10; J: 13; K: 9

SMILES: CCc1ccccc1-n1nnnc1SCC(=O)Nc1cc(C)on1
  A: -5; B: -1; C: -2; D: 1; E: 4; F: -39; G: 1; H: 10; I: 2; J: 6; K: -4

SMILES: COc1ccc(-n2c(C)nnc2SCC(=O)Nc2ccccc2F)cc1
  A: -5; B: -12; C: 4; D: -5; E: -3; F: -3; G: 8; H: -3; I: -11; J: 7; K: 4

SMILES: Cc1ccc(S(=O)(=O)N2CCN(C(=O)COC(=O)/C=C/c3cccc(Cl)c3)CC2)c(C)c1
  A: -10; B: 1; C: 10; D: -7; E: -5; F: 4; G: -15; H: 7; I: 10; J: -8; K: -11

Bioassay records as filed in PubChem.
